# Screening data (PubChem BioAssay)
# tuberculosis growth – growth inhibition of non-replicating M. tuberculosis (AID 488890); Mycobacterium tuberculosis non-replicating, growth inhibition; higher % means a stronger effect; actives 0.39% (n = 320,000); inhibition, % at 25 µM, or IC50 in µM where a hit was titrated; in the data active means a potency from the dose series; inconclusive means inhibition mostly from about 82% at the one dose, without a potency; inactive means the rest, 99 in 100 with inhibition below about 76%;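 further: plate controls were DMSO cells for no effect and high antibiotic wells for full effect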
# M. tuberculosis HTS – M. tuberculosis growth inhibition, HTS (AID 449762). inhibition, % at 25 µM, or IC50 in µM where a hit was titrated. actives 0.59% (n = 330,000). M. tuberculosis H37Rv growth inhibition, 7H9 media; higher % means a stronger effect; in the data active means a potency from the dose series; inconclusive means inhibition above about 70% without an active follow-up result;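 further: bacterial growth assessed after seven days of incubation; strong numbers were not always called active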
# inhibitors of VEEV – inhibitors of VEEV TC-83 cytopathic effect, confirmation, Vero cells (AID 588727); Vero cells, VEEV TC-83 cytopathic effect inhibition; higher % means a stronger effect; one-dose inhibition, % at 20 µM; IC50 in µM for titrated hits; actives 0.13% (n = 350,000); in the data active means a potency from the dose series; inconclusive means inhibition mostly from about 14% at the one dose, without a potency; inactive means the rest, 99 in 100 with inhibition below about 12%; further: strong numbers were not always called active
# PhoP GFP inhibition – Inhibition of PhoP regulon, Salmonella typhi GFP reporter cells, confirmation, 4 h (AID 1850); Salmonella Typhi PhoP-promoter GFP reporter, fluorescence, 4 h; higher % means a stronger effect; inhibition, % at 50 µM, or IC50 in µM where a hit was titrated; actives 0.33% (n = 310,000); in the data active means a potency from the dose series; inconclusive means inhibition mostly from about 25% at the one dose, without a potency; inactive means the rest, 99 in 100 with inhibition below about 19%;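 further: 0% = induced wells with vehicle and 100% = uninduced wells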
# H1N1 NS1A inhibition – NS1A inhibition, H1N1 influenza, cell based functional assay (AID 504329); actives 0.3% (n = 340,000); inhibition, % at 12.5 µM, or IC50 in µM where a hit was titrated; NS1A functional cell-based assay, percent inhibition; higher % means a stronger effect; in the data active means a potency from the dose series; inconclusive means inhibition above about 27% without an active follow-up result; further: strong numbers were not always called active
# inhibitors of VEEV 10K pilot screen – further read-out of inhibitors of VEEV, marked with its call; inhibition, %; measured here: 10K pilot screen inhibition
# Starred values were filed as active, the others as inactive; i = inactive; ? = inconclusive; / = no result given.
SMILES,tuberculosis growth,M. tuberculosis HTS,inhibitors of VEEV,PhoP GFP inhibition,H1N1 NS1A inhibition,others
CCCCC(=O)N/N=C(\C)c1cccc(NC(=O)C2CC2)c1,12%,-16%,i,-14%,2%,
O=C(c1n[nH]c(=O)c2ccccc12)N1CCN(C2c3ccccc3-c3ccccc32)CC1,32%,93%,6.7%,3%,-8%,
Cc1ccc(NC(=O)CCc2nc3ccccc3s2)c(O)c1,32%,4%,0.2%,4%,4%,
COc1ccc(C(=O)NCCSc2ccccc2)cc1,49%,-7%,1.5%,3%,2%,
Cc1ccc(S(=O)(=O)CCC(=O)OCC(=O)NCC(=O)Nc2c(C)cc(C)cc2C)cc1,-2%,-3%,0.7%,-2%,1%,
COc1ccc([C@H]2CC(=O)C=C(c3ccc(OC(F)(F)F)cc3)C2)cc1OC,19%,41%,i,/,-7%,inhibitors of VEEV 10K pilot screen=0.1
O=C(O)C1CC=CCC1C(=O)Nc1cccc([N+](=O)[O-])c1 (stereo not given),1%,3%,0.9%,5%,8%,
Cc1cc2oc(=O)cc(-c3ccccc3)c2c(C)c1-c1ccc(N(C)C)cc1,/,/,i,/,1%,
Cn1nnnc1SCC(=O)Nc1ccccn1,3%,-7%,0.2%,-12%,2%,
Cc1ccc2nsnc2c1NC(=O)c1ccc2c(c1)OCCO2,4%,-9%,0.2%,9%,3%,
N#C/C(=C\c1ccc(O)cc1)C(=O)O (tested in a mixture with another compound),/,/,0.9%,/,-2%,
CC(=O)Nc1ccc(NC(=O)c2cc(-c3ccc(C)c(C)c3O)n[nH]2)cc1,-19%,4%,3.9%,-17%,4%,
CS(=O)(=O)N1CCN(C(=O)CCc2ccccc2)CC1,67%,-8%,0.3%,-2%,0%,
COc1cccc(/C=C2\SC(=S)N(N3CCOCC3)C2=O)c1OC,-13%,10%,1.9%,5%,-7%,
COc1ccc(OC)c(CN2CCC(C(=O)N3CCOCC3)CC2)c1,-17%,-3%,0.3%,-2%,5%,
CCC(C)c1ccc(NC(=S)NCc2cccs2)cc1 (stereo not given),?,?,i,-1%,-2%,
CCn1c(SCC(=O)NC2CCCC2)nnc1-c1ccncc1,-13%,6%,1.1%,4%,-10%,
CCOC(=O)c1cc2c(nc1NC(=S)NCc1ccccc1)CCCC2,7%,0%,i,-5%,3%,
Cc1sc2ncn3ncnc3c2c1C,-3%,-14%,8.6%,-16%,-2%,
CCN1C(=O)/C(=C2/C=CC=CN2C)OC1=S,-3%,-10%,2.5%,0%,-1%,
Cc1cs/c(=N/C(=S)Nc2ccccc2)n1C,28%,1%,2.7%,-3%,4%,
CC(C)C(C(=O)NC1CCCC1)N(Cc1ccco1)C(=O)CNS(=O)(=O)c1ccccc1 (stereo not given),-17%,3%,0.2%,-1%,1%,
Cc1ccc(S(=O)(=O)N2CCN(S(=O)(=O)N3CCOCC3)CC2)cc1,-11%,1%,1.2%,-10%,-5%,
COc1ccccc1OCCCCCCN1CCOCC1,4%,5%,0.8%,5%,3%,
Cc1ccc(NC(=O)[C@H](Cc2ccccc2)NC(=O)C2CCNCC2)cc1,-7%,0%,0.2%,1%,-3%,

# Next part
SMILES,tuberculosis growth,M. tuberculosis HTS,inhibitors of VEEV,PhoP GFP inhibition,H1N1 NS1A inhibition,others
Brc1ccc(-c2csc(N/N=C/c3ccc4c(c3)OCO4)n2)cc1,-20%,-9%,1.3%,-1%,5%,
CCN(c1ccccc1)S(=O)(=O)c1cc(C(=O)Oc2ccc3c(C)cc(=O)oc3c2)ccc1C,-2%,65%,0.6%,-9%,-8%,
CC(=O)CSc1nnc(-c2ccncc2)n1C,-7%,1%,0.8%,-4%,-1%,
Cc1ccc(S(=O)(=O)Nc2cccc(/C=C/C(=O)O)c2)cc1,4%,0%,1.9%,-7%,0%,
C/C(CC(C)C)=N\Nc1ccc(S(N)(=O)=O)cc1[N+](=O)[O-],9%,3%,1.3%,-3%,10%,
Cc1ccnc(NC(=O)C2CCN(S(=O)(=O)c3cccc4nsnc34)CC2)c1,3%,-6%,i,7%,6%,
CC(C)(C)NC(=O)CCCCCCCC(=O)NC(C)(C)C,-14%,-7%,0.9%,-2%,-10%,
CC(C)(C)C(=O)Nc1ccc(C(=O)N/N=C/c2ccccc2OC(=O)c2ccccc2)cc1,35%,0%,12%,-3%,4%,
CCCCCCCCOc1ccc(C2OC34CCCCC3C(C#N)(C#N)C2(C#N)C(=N)O4)cc1 (stereo not given),2%,0%,1.1%,14%,-5%,
O=C(O)CCC(=O)N(Cc1ccco1)c1nc(-c2ccccc2)cs1,29%,-15%,2.2%,7%,-1%,
O=C(NCC1CCCO1)c1ccc2c(c1)N(Cc1ccc(F)cc1Cl)C(=O)CS2 (stereo not given),19%,3%,0.1%,10%,2%,
CC1CCCCN1S(=O)(=O)c1cccc2cccnc12 (stereo not given),8%,-5%,0.7%,-8%,-5%,
O=C(CSc1nc2cc(Cl)ccc2s1)c1ccco1,?,?,0.9%,-11%,-4%,
Cc1ccc2c(c1)cc(CN(Cc1cccnc1)C(=O)c1ccccc1)c1nnnn12,14%,2%,0.5%,-4%,-8%,
CCC(CC)C(=O)Nc1ccc(C(=O)Nc2cc(C)on2)cc1,5%,7%,0.8%,16%,-8%,
O=C1C2CCN(CC2)C1Cc1ccccc1O (stereo not given),4%,-7%,/,3%,/,
COc1ccc2nc(C)cc(N3CCOCC3)c2c1,-8%,-10%,i,-12%,-3%,
OC(CNCc1ccncc1)c1ccccc1 (stereo not given),1%,-1%,0.6%,9%,-26%,
N#Cc1ccc(NC(=O)CSc2n[nH]c(=O)n2C2CC2)cc1,/,/,0.8%,/,-6%,
O=C(/C=C/c1ccccc1)NC1CCSC1=O (stereo not given),1%,-21%,1.1%,3%,-1%,
COc1ccccc1CNCC(=O)Nc1cc(S(=O)(=O)N2CCOCC2)ccc1Cl,2%,-2%,5.6%,/,-6%,
CC(=O)C1C(c2ccc(Br)cc2)c2c(noc2C)CC1(C)O (stereo not given),-5%,-6%,2.9%,3%,8%,
CC(C)[C@H](NC(=O)c1ccccc1)C(=O)OCc1nc2scc(-c3ccccc3)c2c(=O)[nH]1,18%,4%,1.0%,0%,-2%,
O=C(c1ccccc1)c1cccc(NC(=O)c2ccco2)c1,21%,8%,3.5%,11%,-12%,
COc1ccccc1Nc1nc(N)nc(CSc2nncn2C)n1,-3%,-15%,1.2%,3%,-1%,

# Arranged by molecular weight (low to high): 3 of the compounds above
SMILES,tuberculosis growth,M. tuberculosis HTS,inhibitors of VEEV,PhoP GFP inhibition,H1N1 NS1A inhibition,others
C/C(CC(C)C)=N\Nc1ccc(S(N)(=O)=O)cc1[N+](=O)[O-],9%,3%,1.3%,-3%,10%,
CC(C)(C)C(=O)Nc1ccc(C(=O)N/N=C/c2ccccc2OC(=O)c2ccccc2)cc1,35%,0%,12%,-3%,4%,
CC(C)[C@H](NC(=O)c1ccccc1)C(=O)OCc1nc2scc(-c3ccccc3)c2c(=O)[nH]1,18%,4%,1.0%,0%,-2%,

# For reference, part of the list above.
SMILES,tuberculosis growth,M. tuberculosis HTS,inhibitors of VEEV,PhoP GFP inhibition,H1N1 NS1A inhibition,others
CC(C)[C@H](NC(=O)c1ccccc1)C(=O)OCc1nc2scc(-c3ccccc3)c2c(=O)[nH]1,18%,4%,1.0%,0%,-2%,
O=C(c1ccccc1)c1cccc(NC(=O)c2ccco2)c1,21%,8%,3.5%,11%,-12%,
COc1ccccc1Nc1nc(N)nc(CSc2nncn2C)n1,-3%,-15%,1.2%,3%,-1%,

# Further results.
SMILES,tuberculosis growth,M. tuberculosis HTS,inhibitors of VEEV,PhoP GFP inhibition,H1N1 NS1A inhibition,others
CC1=CC(=C2C(=O)NC(=S)NC2=O)C=C(C(F)(F)F)N1C,-9%,-6%,0.2%,3%,6%,
CCCc1ccc(Oc2cc(NN3CCCCC3)c([N+](=O)[O-])cc2[N+](=O)[O-])cc1,-10%,-1%,0.2%,11%,7%,inhibitors of VEEV 10K pilot screen=0.1
CC(C)(C)C(=O)Cn1c(=O)n(-c2ccc(F)cc2F)c(=O)c2sccc21,4%,2%,1.9%,1%,7%,
COc1ccc(S(=O)(=O)N2CCN(C)CC2)cc1,-28%,-8%,0.1%,-2%,-4%,
COc1ccccc1CCNCc1cccc(C(F)(F)F)c1,-26%,-8%,0.3%,2%,-1%,
Cc1ccc(NC(=O)CS(=O)CC(=O)N2CCN(C3CCCC3)CC2)cc1 (stereo not given),2%,0%,i,0%,-4%,
O=C(COc1ccc([N+](=O)[O-])cc1)Nc1ccc2c(c1)CCC2,?,4%,7.2%,/,0%,
O=[N+]([O-])c1cc(S(=O)(=O)NC2=NCCCCC2)ccc1Cl,14%,4%,0.9%,-9%,2%,
Cc1cc(C)cc(N2CCCn3c2nc2c3c(=O)n(CC(=O)OCc3ccccc3)c(=O)n2C)c1,8%,1%,1.8%,0%,6%,
CCOc1cc(C(=O)O/N=C(\N)c2ccc([N+](=O)[O-])cc2)cc(OCC)c1OCC,23%,-5%,5.7%,-12%,9%,
O=C(c1cn(-c2ccccc2)nc1-c1cccc(Br)c1)N1CCOCC1,8%,39%,8.1%,6%,1%,
Cc1c(Cl)cccc1NC(=O)C1COc2ccccc2O1 (stereo not given),i,-4%,i,2%,-10%,
CSc1ccccc1NC(=O)Cn1ccsc1=N,-10%,-7%,0.9%,10%,0%,
COCc1ccc(CN2CCCCC2C(=O)Nc2ccc(Oc3ccccc3)nc2)o1 (stereo not given),-14%,-10%,6.8%,0%,-7%,
CCN1CCN(C(c2ccccc2)c2nnnn2Cc2ccc3c(c2)OCO3)CC1 (stereo not given),-10%,-2%,1.0%,-7%,-2%,
Cc1ccc(OCCSCc2nc3ccccc3[nH]2)cc1,77%,1%,1.6%,12%,-10%,
O=c1[nH]c(=O)n([C@H]2C[C@H](O)[C@@H](CO)O2)cc1Br,-5%,-1%,0.0%,/,-12%,
O=C(NCc1ccccc1F)C1CCCN(C(=O)NC2CCCCC2)C1 (stereo not given),7%,11%,0.5%,-16%,-4%,
COc1ccc(/C=C/C(=O)NC(=S)N2CCN(c3ccccn3)CC2)cc1,45%,-1%,0.1%,11%,/,
CCOc1ccc(S(=O)(=O)N2CCCC(C(=O)NCc3cccnc3)C2)cc1 (stereo not given),-1%,-7%,1.9%,-6%,-7%,
Cc1cc(C(=O)N/N=C/C=C/c2ccccc2[N+](=O)[O-])c(C)o1,29%,0%,1.9%,0%,-5%,
Cc1cc(Cl)ccc1OCC(=O)Nc1cccc(S(=O)(=O)N2CCCC2)c1,30%,-16%,8.3%,/,-18%,
COC(=O)c1cccc(NC(=O)CSc2nnnn2C)c1,8%,4%,2.3%,3%,-9%,
CCN=C1SC(CC(=O)NC(C)C)C(=O)N1CC (stereo not given),-3%,-9%,2.8%,-3%,8%,
Cc1ccc(NCC(=O)Nc2cccc(S(=O)(=O)N(C)C)c2)c(Cl)c1,22%,0%,0.5%,-4%,-4%,

# The listing continues.
SMILES,tuberculosis growth,M. tuberculosis HTS,inhibitors of VEEV,PhoP GFP inhibition,H1N1 NS1A inhibition,others
CC1(C)C2CCC1(C)C(OC(=O)C[n+]1ccccc1)C2 (stereo not given),2%,-5%,1.2%,6%,-13%,
Cc1ccc(C)c(SCC(=O)N(C)CC(=O)Nc2ccc(N3CCOCC3)cc2)c1,-9%,-1%,3.9%,5%,0%,
Fc1ccc(-c2nnc(NC3=NCCCCC3)o2)cc1,-28%,6%,6.6%,0%,-3%,
CN(Cc1nc2ccccc2c(=O)[nH]1)C(=O)c1ccccc1OCc1ccc(Cl)cc1,64%,3%,2.9%,/,-12%,
Cc1ccc(C2=NN(C(=O)COc3ncnc4ccccc34)C(c3ccco3)C2)cc1 (stereo not given),-11%,0%,3.8%,-4%,-11%,
O=C(COc1ccc(Br)cc1Br)NC1CCS(=O)(=O)C1 (stereo not given),-3%,-7%,0.5%,8%,-3%,
Cc1ccnn1CC(=O)N/N=C/c1cn[nH]c1-c1ccc(F)cc1,14%,-2%,4.7%,9%,1%,
CN(NS(C)(=O)=O)c1ncc(C(F)(F)F)cc1Cl,1%,9%,i,-10%,7%,
COc1ccc2nc(NC3=NC(c4ccccc4)CC(=O)N3)nc(C)c2c1 (stereo not given),8%,-1%,11%,-6%,-5%,
CCOC(=O)c1c(NC(=O)c2nn(CC)cc2Br)c(C#N)cn1-c1ccccc1,28%,59%,6.8%,-6%,-1%,

# Reprinted at random: 2 records from the list.
SMILES,tuberculosis growth,M. tuberculosis HTS,inhibitors of VEEV,PhoP GFP inhibition,H1N1 NS1A inhibition,others
COc1ccc2nc(NC3=NC(c4ccccc4)CC(=O)N3)nc(C)c2c1 (stereo not given),8%,-1%,11%,-6%,-5%,
CC1(C)C2CCC1(C)C(OC(=O)C[n+]1ccccc1)C2 (stereo not given),2%,-5%,1.2%,6%,-13%,
